N370S GC mod – qHTS Assay for Inhibitors and Activators of N370S glucocerebrosidase as a Potential Chaperone Treatment of Gaucher Disease. hit rate 0.092% among 330,000. N370S GC spleen homogenate, 4MU-glucoside fluorescence. AID 2101, 2009. Potency, µM (top dose mostly 59.4 µM), for inactives: at the top dose activity change, negative = inhibition, actives largely listed as inhibitors;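 note: 0% = full enzyme activity and -100% = no enzyme basal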
KAT2A inh – qHTS Assay for Inhibitors of GCN5L2. hit rate 0.21% among 390,000. Potency, µM (titrated, usually from 58.9 µM), without a hit: at the top dose activity change, negative = inhibition, most hits filed as inhibitors. GCN5L2 HAT assay, ThioGlo1 CoA-SH fluorescence
Target sequence (Q92830 whole entry, looked up): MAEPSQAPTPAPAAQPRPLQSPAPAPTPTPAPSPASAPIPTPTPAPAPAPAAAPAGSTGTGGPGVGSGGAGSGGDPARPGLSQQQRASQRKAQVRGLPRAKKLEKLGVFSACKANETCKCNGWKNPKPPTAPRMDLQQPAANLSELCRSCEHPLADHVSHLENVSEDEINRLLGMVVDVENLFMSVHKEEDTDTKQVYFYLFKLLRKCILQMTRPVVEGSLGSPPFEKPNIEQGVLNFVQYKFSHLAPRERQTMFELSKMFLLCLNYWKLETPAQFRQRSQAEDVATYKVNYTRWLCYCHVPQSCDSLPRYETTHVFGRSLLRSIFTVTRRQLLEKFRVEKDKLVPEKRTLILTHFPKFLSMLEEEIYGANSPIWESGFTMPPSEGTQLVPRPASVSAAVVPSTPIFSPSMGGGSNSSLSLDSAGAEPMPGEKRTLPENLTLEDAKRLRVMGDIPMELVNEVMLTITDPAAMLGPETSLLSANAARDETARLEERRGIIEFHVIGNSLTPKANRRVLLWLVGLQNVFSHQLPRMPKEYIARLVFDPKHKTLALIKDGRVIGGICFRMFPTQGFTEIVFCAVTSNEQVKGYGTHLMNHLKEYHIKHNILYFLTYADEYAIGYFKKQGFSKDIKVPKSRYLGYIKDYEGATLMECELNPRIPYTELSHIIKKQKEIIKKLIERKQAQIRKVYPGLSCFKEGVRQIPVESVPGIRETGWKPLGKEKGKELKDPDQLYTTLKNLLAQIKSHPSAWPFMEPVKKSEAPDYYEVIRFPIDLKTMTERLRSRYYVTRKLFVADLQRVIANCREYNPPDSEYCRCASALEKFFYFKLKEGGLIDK
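Preincubate 20nM GCN5L2 with compound 15 min, RT → add 50uM ThioGlo1 + 75uM H3(1-25) + 70uM acetyl-CoA → read fluorescence 0 and 20 min. Primary qHTS; fluorescent artifacts likely.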
FEN1 inhibitor – qHTS Assay for the Inhibitors of Human Flap endonuclease 1 (FEN1). AID 588795, 2011. Recombinant FEN1 flap cleavage, fluorescence, 15 min. P39748. hit rate 0.35% among 390,000. Potency, µM (titrated, usually from 114 µM), inactives show at the top dose activity change, negative = inhibition, most hits filed as inhibitors; note: nearly all actives have a fitted effect of over 65% in size
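Reaction started by adding substrate (50 nM final) to 10 nM enzyme after 15 min room-temperature compound preincubation. Reads at 0 and 15 min, with data normalized and fitted to a four-parameter Hill equation.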
Starred values were filed as active, the others as inactive; ? = inconclusive; · = not tested or not shown; [ ] = another dose, or the depositor's remark. Calls come from the whole dose curve; as a rule, active = well fitted curve in the direction sought with a large enough effect; inconclusive = small, poorly fitted or top-dose-only effect, or another doubt; inactive = no such curve, though single readings can be large; an effect the other way counts as inactive or inconclusive. Unless noted, % is set by controls: 0 for no effect and ±100 for the full control effect; potency is the fitted concentration of half-maximal effect.

Each structure is followed by: FEN1 inhibitor	N370S GC mod	KAT2A inh
CC(C)C[C@H](NC(=O)[C@H](CC(C)C)NC(=O)[C@@H](Cc1c[nH]c2ccccc12)NC(=O)[C@H](Cc1ccccc1)NC(=O)[C@@H](Cc1c[nH]c2ccccc12)NC(=O)[C@H](CCC(N)=O)NC(=O)[C@H](CCC(N)=O)NC(=O)[C@@H]1CCCN1C(=O)[C@H](CCCCN)NC(=O)[C@@H]1CCCN1C(=O)[C@@H](CCCNC(=N)N)NC(=O)[C@@H]1CCCN1C(=O)CNC(=O)[C@H](CC(C)C)NC(=O)[C@H](CC(C)C)NC(=O)[C@H](Cc1ccc(O)cc1)NC(=O)CNC(=O)[C@H](C)NC(=O)[C@H](CO)NC(=O)[C@H](CC(N)=O)NC(=O)[C@H](CC(C)C)NC(=O)[C@@H](NC(=O)[C@H](Cc1c[nH]c2ccccc12)NC(=O)CN)[C@@H](C)O)C(N)=O
    ·	-5%	1%
O=S(=O)(Nc1ccccc1F)c1cccc(NC(=S)NCCN2CCOCC2)c1
    ?	·	?
Cc1ccc(S(=O)(=O)N2CC3(C)CN(S(=O)(=O)c4ccc(C)cc4)CC(C)(C2)C3O)cc1 (stereo not drawn)
    0%	-11%	-2%
NC(=O)c1ccc(NC(=O)CCCNC(=O)c2ccc(Cl)cc2)cc1
    13%	-13%	21%
COc1ccc2cc(CN(C(=O)Nc3ccccc3OC)C3CCCC3)c(=O)[nH]c2c1
    -7%	5%[2.35 µM]	-1%
O=C(c1ccc2ccccc2n1)N1CCN(S(=O)(=O)c2ccc(Cl)cc2)CC1
    -2%	·	0%
Cc1ccnc(NC(=O)c2cc(-c3ccc(Cl)s3)nc3ccccc23)c1
    -3%	?	-15%
Cc1cccc(-c2noc(CNC(=O)c3ccc4c(c3)OCO4)n2)c1
    -6%	19%	-10%
O=c1[nH]c2ccc(NCc3ccc(-c4ccc(F)cc4)o3)cc2[nH]1
    0%	·	-5%
COc1ccc(-c2nc3c(-c4ccccc4)cnn3cc2C)cc1F
    8%	3%	0%
O=C(O)C(c1ccccc1)N1C(=O)/C(=C\c2ccc(-c3cccc(Cl)c3)o2)SC1=S (stereo not drawn)
    18µM*	-10%	?
c1ccc(CSc2nncn2-c2ccccn2)cc1
    -2%	20%	-5%
O=C(CSc1nc(C2CC2)nc2c1cnn2-c1ccccc1)Nc1c[nH]c(=O)[nH]c1=O
    -16%	-2%	2%
Cn1c(=O)c2cnc(N3CCOCC3)nc2n(C)c1=O
    ·	1%	-4%
CCNc1oc(COc2ccccc2F)nc1C#N
    7%	4%	-2%
CNC(=O)C1CCC(Cn2c(=O)c3sccc3n(CC(=O)Nc3ccc(C)c(F)c3)c2=O)CC1 (stereo not drawn)
    -9%	·	-2%
Cc1cccc(N2CCN(C(=O)c3ccc4c(c3)NC(=O)C(CSCc3cccc(F)c3)N4)CC2)c1C (stereo not drawn)
    ·	-15%	28µM*
Cc1ccc(CNC(=O)c2ccc(C)c(S(=O)(=O)N3CCCCC3)c2)cc1
    -17%	·	0%
CCN(CC(=O)NC(C)(C)C)Cc1cc(=O)n2c(-c3ccccc3)csc2n1
    0%	0%	-6%
COc1ccc(NC(=O)C(NC(=O)c2ccc(=O)[nH]c2)c2ccc(C)cc2)cc1 (stereo not drawn)
    -3%	3%	2%
COc1cc(OC)c(NC(=O)CCCNC(=O)Cn2cnc3sc(C)c(C)c3c2=O)cc1Cl
    -4%	-4%	-13%
Cc1c(NC(=O)COc2c(F)c(F)c(F)c(F)c2F)c(=O)n(-c2ccccc2)n1C
    4%	-5%	-6%
FC(F)Oc1ccc(NC(=S)NCc2ccco2)cc1Cl
    -6%	-3%	-11%
O=c1[nH]c(C2CCCN(S(=O)(=O)c3ccccc3)C2)nc2c1nnn2Cc1ccccc1F (stereo not drawn)
    8%	20%	-1%
Cc1ccc(OCc2ccc(C(=O)Nc3ccc(C(N)=O)cc3)o2)c([N+](=O)[O-])c1
    8%	-3%	-3%
CC1(C)C2CCC(C2)C1(C)N=C1OC(CCl)CS1 (stereo not drawn)
    12%	-7%	-8%
COc1ccc(NC2=Nc3cccc4cccc2c34)cc1OC
    14%	0%[12.8 µM]	0%
CC(C)C(=O)N=C1SC2CS(=O)(=O)CC2N1Cc1ccccc1 (stereo not drawn)
    3%	2%	0%
CCCCN(CCCC)c1nc(-c2ccccc2)nc2ccccc12
    -20%	·	-12%
CCOC(=O)C1CCCN(c2oc(-c3ccc(OC)cc3)nc2C#N)C1 (stereo not drawn)
    3%	?	-7%
CCOc1ccc(N(CC)S(=O)(=O)N2CCCC(C(=O)NCCc3ccccc3OC)C2)cc1 (stereo not drawn)
    -22%	·	-1%
Cc1occc1C(=O)N1CCCC(N2CCN(c3ccccc3F)CC2)C1 (stereo not drawn)
    -4%	0%	-26%
COC(=O)c1ccccc1NC(=O)CSc1nnc(COc2cccc(OC)c2)n1C
    -11%	-14%	-1%
O=C(c1cnn(C(=O)COc2ccc(Cl)cc2)c1)c1ccccc1O
    -2%	1%	3%
CC1=C(C(=O)c2ccccc2)C(c2cn(-c3ccccc3)nc2-c2ccc(Cl)cc2)NC(=S)N1 (stereo not drawn)
    6%	-25%	-7%
COc1ccc(OC)c(S(=O)(=O)N2CCN(c3ccccc3)CC2)c1
    -22%	-20%	-6%
O=C(N=Nc1c(O)[nH]c2ccc(F)cc12)c1ccc(NS(=O)(=O)c2cccs2)cc1
    -24%	·	-2%
Cc1cc2nn(-c3ccccc3)nc2cc1NC(=O)COc1ccc(Cl)cc1
    19%	·	1%
CC(=O)c1ccc(NC(=O)c2nc(-c3ccc(Cl)cc3)n3c2CCCCC3)cc1
    13%	·	-14%
COc1ccc(S(=O)(=O)N2CCC3(CC2)OCCO3)cc1
    -1%	-5%	-5%
Cc1ccc2nc(-c3ccc(NC(=O)c4ccc(S(C)(=O)=O)cc4)cc3)sc2c1
    -8%	·	-9%
CCOc1ccc(S(=O)(=O)N(C)CC(=O)NCc2ccccn2)cc1Cl
    -5%	-1%	-5%
CC(=O)N1N=C(c2cccnc2)OC1c1ccc(C(C)C)cc1 (stereo not drawn)
    -2%	14%	0%
CC(C)(C)c1ccc(S(=O)(=O)Nc2cccc(C3OCCCO3)c2)cc1
    -18%	5%	-7%
CN(C)C(=O)CS(=O)(=O)c1ccc(Cl)cc1
    6%	-13%	-2%
CCC1(C)Cc2c(C#N)c(N)sc(=S)c2CO1 (stereo not drawn)
    -12%	-20%	-14%
O=C(CSc1nc2ccccc2c(=O)[nH]1)c1ccccc1
    -1%	4%	-5%
Cc1ccccc1-n1c(SCC(=O)c2cc(C)n(C)c2C)nnc1-c1ccncc1
    8%	-13%	-16%
COC(=O)C1=NNC2(c3ccc(Cl)cc3)C(=O)N(c3ccccc3)C(=O)C12 (stereo not drawn)
    -2%	-7%	6%
CCOc1ccc(CNS(=O)(=O)c2cc3c(cc2C)NC(=O)CO3)cc1OC
    15%	·	1%
Cc1ccc(S(=O)(=O)NCCC(=O)OC(C)C(=O)NC2CC2)cc1 (stereo not drawn)
    -4%	4%	-6%
O=C(/C=C/c1cc2ccccc2o1)c1ccccc1O
    -9%	4%	-15%
CCSCc1nnc(SCC(=O)Nc2cc(F)ccc2C)n1C
    -16%	0%	0%
CCOC(=O)CC1C(=O)NCCN1C(=O)c1ccc(C)cc1 (stereo not drawn)
    -10%	4%	-2%
CCOC(=O)COc1ccc(-c2nnc(-c3ccccc3)o2)cc1
    -1%	-10%	-1%
O=S(=O)(Nc1cccc(S(=O)(=O)N2CCCCCC2)c1)c1ccccc1
    1%	18%	0%
COC(=O)c1cc2occc2n1CC(=O)Nc1ccc(N(C)C)cc1
    -2%	·	-3%
CN(C)c1oc(COc2ccc(F)cc2)nc1C#N
    8%	6%	-7%
CCC(C)C(=O)Nc1nc(C)c(-c2csc(Nc3cc(OC)ccc3OC)n2)s1 (stereo not drawn)
    12%	-1%	-9%
CCOc1ncccc1C(=O)OCC(=O)N(CC)c1ccccc1
    0%	-2%	-2%

Compound profiles, as listed above. Order of screens: FEN1 inhibitor | N370S GC mod | KAT2A inh
Record of `CCC(C)C(=O)Nc1nc(C)c(-c2csc(Nc3cc(OC)ccc3OC)n2)s1` (stereo not drawn) → 12% | -1% | -9%
Record of `O=C(CSc1nc2ccccc2c(=O)[nH]1)c1ccccc1` → -1% | 4% | -5%

Next structures:
Each structure is followed by: FEN1 inhibitor	N370S GC mod	KAT2A inh
COc1ccccc1C(=O)N1C(CC(=O)Nc2cc(Cl)ccc2C)C(=O)NC2CCCCC21 (stereo not drawn)
    28%	4%	-5%
Fc1cccc(Cl)c1/C=N/Nc1c(Cl)cncc1Cl
    -3%	?	-5%
O=C(c1ccco1)N1CCN(Cc2cccc(C(F)(F)F)c2)CC1
    18%	-1%	-3%
CN1/C(=C\C=N\NC(=O)c2cccnc2)C(C)(C)c2ccccc21
    1%	-6%	2%
COc1ccc(C(=O)N/C(=C/c2ccc(Cl)cc2)C(=O)NCc2ccncc2)cc1
    14%	5%	-4%
CC1CN(S(=O)(=O)c2cccc(C(=O)N(Cc3nnc(-c4ccccc4Cl)o3)C3CC3)c2)CC(C)O1 (stereo not drawn)
    11%	15%	-12%
COc1ccc(Br)cc1-c1nc(C)c(C(C)=O)n1O
    -7%	3%	2%
O=C(CC(c1cccs1)N1Cc2ccccc2C1=O)Nc1ccc(Cl)cc1 (stereo not drawn)
    5%	·	0%
NC(=O)C1CCN(C(=O)/C=C/c2cc(Br)ccc2F)CC1
    -3%	3%	3%
Cc1ccc(O)c(NC(=S)NC(=O)CC(C)C)c1
    -3%	-1%	3%
CCC(CC)NC(=O)CSc1ccc(S(=O)(=O)N2CCCCC2)cn1
    -2%	-13%	-5%
Cn1c(SCC(=O)N2CCN(Cc3ccccc3)CC2)nnc1-c1ccncc1
    0%	3%	-6%
CC(=O)Nc1ccc(NC(=O)c2cccc(S(=O)(=O)N3CCCCCC3)c2)cc1
    5%	·	0%
CCCC(=O)N(c1ccc(OCC)cc1)S(=O)(=O)c1ccc2c3c(cccc13)C(=O)N2C
    -10%	-1%	-17%
COc1ccc(NC(=O)CN(C)S(=O)(=O)c2cccs2)cc1
    -1%	1%	-1%

2 entries picked at random from those above, as already listed:
Each structure is followed by: FEN1 inhibitor	N370S GC mod	KAT2A inh
COC(=O)C1=NNC2(c3ccc(Cl)cc3)C(=O)N(c3ccccc3)C(=O)C12 (stereo not drawn)
    -2%	-7%	6%
CCOC(=O)CC1C(=O)NCCN1C(=O)c1ccc(C)cc1 (stereo not drawn)
    -10%	4%	-2%

(cont.)
Each structure is followed by: FEN1 inhibitor	N370S GC mod	KAT2A inh
Cc1c(Cl)cccc1NC(=O)C1C2C=CC(C2)C1C(=O)O (stereo not drawn)
    4%	4%	-4%
COC(=O)c1scc(-c2ccc(C)cc2)c1S(=O)(=O)N1CCN(c2ccc(F)cc2)CC1
    -6%	·	-5%
O=C(Nc1cccc(-n2cnnn2)c1)c1ccc(OC(F)(F)F)cc1
    15%	-4%	-2%
CCc1nc(SCc2ccccn2)c2c(=O)n(C)c(=O)n(C)c2n1
    -6%	-11%	0%
CCCNC(=O)Cn1ncc2c3ccccc3n(CCC)c2c1=O
    34%	·	-7%
c1ccc(CCCN2CCN(c3ccccn3)CC2)cc1
    4%	-1%	-6%
CC(=O)Nc1ccc(S(=O)(=O)NCc2ccc(C(=O)NCCN3CCCCCC3)cc2)cc1
    -10%	1%	0%
CCOc1ccccc1Nc1sc(C(=O)c2ccc(Cl)cc2)c(N)c1C#N
    15%	·	-9%
CCOC(=O)CCNC(=O)N1CCCC(C(=O)c2cccc(OC(C)C)c2)C1 (stereo not drawn)
    10%	-18%	-4%
Cc1cccc(N2C(=O)CC(N3CCN(c4ccccc4)CC3)C2=O)c1 (stereo not drawn)
    -7%	-1%	-1%
CCCN(c1c(C)n(C)n(-c2ccccc2)c1=O)S(=O)(=O)c1ccc(C)cc1
    3%	·	1%
O=c1c(-c2ccc(Cl)cc2)coc2c(CN3CCOCC3)c(O)ccc12
    0%	-2%	-17%
Cc1cc2c(sc3ccccc32)c(C)n1
    1%	10%	-2%
COc1ccc(CCN(Cc2cc3cc4c(cc3[nH]c2=O)OCO4)C(C)=O)cc1OC
    ·	-3%	-1%
COc1ccc2occ(C(C)=O)c2c1
    -4%	1%	-3%
CCOC(=O)N1CCN(C(=O)c2ccc3c(=O)n(CC4CCCO4)c(=S)[nH]c3c2)CC1 (stereo not drawn)
    -2%	6%	2%
CCc1ccccc1NC(=O)COc1ccc(C(=S)N2CCCC2)cc1
    -8%	7%	15%
O=C(c1ccco1)N1CCN(S(=O)(=O)c2cccc3nsnc23)CC1
    -7%	-1%	2%
CC(C)CNC(=O)c1cccc(NC(=O)c2ccccc2-c2ccccc2C(=O)O)c1
    5%	1%	-6%
CCOCCCn1c(SCC(=O)Nc2ccccc2)nc2ccccc2c1=O
    3%	?	-13%
CN(C)C(=O)CCCCCCCCC(=O)N(C)C
    11%	-8%	-15%
COC(=O)c1c(NC(=O)CSc2nnc(-c3ccco3)n2C)sc(C)c1C
    -2%	17%	-3%

Assay outcomes as filed in PubChem.
